Screening results: PubChem, National Center for Advancing Translational Sciences (NCATS)
Texas Red fluor – compound fluoresces in the Texas Red spectral region | Compound fluorescence, Texas Red channel, 547/618 nm; active compounds read high | max dye-equivalent concentration, M | 59,000 tested, 0.06% active; in the data active = max dye-equivalent concentration above about 10 nM; inconclusive = between about 1.1 nM and that limit
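qHTS profiling of intrinsic compound fluorescence; 100 mM Tris pH 8.0; 15 min RT; ex 547 / em 618 nm; response expressed as Texas Red dye-equivalent concentration from six-point plate standard.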
Rhodamine fluor – rhodamine region autofluorescence. max dye-equivalent concentration, M. 59,000 tested, 0.05% active. Rhodamine-region fluorescence, 547/598 nm, Tris buffer; active compounds read high. AID 594; in the data active = max dye-equivalent concentration above about 11 nM; inconclusive = between about 1.1 nM and that limit
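Read-out is relative fluorescence at 547 nm excitation and 598 nm emission, expressed as dye-equivalent concentration using rhodamine standards on every plate. Each compound was profiled across a concentration series after 15 min in 100 mM Tris, pH 8.0.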
HADH2 inh – blocks human hydroxyacyl-CoA dehydrogenase type II. Q99714. recombinant HADH2, NADH fluorescence, beta-hydroxybutyryl-CoA. Potency, µM (highest dose often 57.1 µM), for inactives: at the highest dose activity change, negative = inhibition, most hits filed as inhibitors. 73,000 tested, 3.4% active; also: potency is read from the fitted curve at half-maximal effect; % is scaled to controls: 0 for no effect and ±100 for the full control effect; nearly all actives have a fitted effect of over 60% in size; many of its hits are not listed in these tables
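NADH fluorescence (ex 360/em 450 nm) read every 30 s for 4 min; activity taken as last-minus-first time point difference. Enzyme 20 nM, NAD+ 1 mM, beta-hydroxybutyryl-CoA 90 uM, pH 9.0 Tris buffer.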
FLuc inh – inhibitors of firefly luciferase. AID 411. 72,000 tested, 2.2% active. purified firefly luciferase, luminescence, 8 min. P08659. Potency, µM (series often up to 57.1 µM), without a hit: top-dose activity change, negative = inhibition, actives largely listed as inhibitors; also: potency is read from the fitted curve at half-maximal effect; % is scaled to controls: 0 for no effect and ±100 for the full control effect; nearly all actives have a fitted effect of over 40% in size
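Substrate buffer containing 10 uM ATP (pH 7.2 imidazole, Mg2+, KCl, detergent, BSA) is dispensed, compound pinned in, then luciferase/luciferin detector mix added. After 8 min at ambient temperature, light output is measured.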
Fluorescein autfl – compound autofluorescence in fluorescein spectral region. Compound autofluorescence, 480/540 nm, fluorescein-equivalent; active compounds read high. max fluorescein-equivalent concentration, M. 59,000 tested, 0.91% active; in the data active = max fluorescein-equivalent concentration above about 10 nM; inconclusive = between about 1.1 nM and that limit
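Compounds were pin-transferred into 100 mM Tris buffer, pH 8.0, and incubated 15 min at room temperature. Fluorescence was read at 480 nm excitation/540 nm emission. Signals were normalized to an on-plate six-point fluorescein standard curve as dye-equivalent concentration.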
Caspase-7 inhib – caspase-7 (human) inhibition, allosteric or competitive; AID 889; P55210; 75,000 tested, 0.02% active; Potency, µM (series often up to 57.5 µM), without a hit: at the top dose activity change, negative = inhibition, actives largely listed as inhibitors; recombinant caspase-7, Ac-DEVD-AFC fluorescence rate; active = well fitted inhibition curve with a large enough effect in the main read-out, with a control signal flat, not every such curve was filed as active; inconclusive = small, poorly fitted or top-dose-only effect, or a change in a side signal; also: potency is read from the fitted curve at half-maximal effect; % of control where 0% means no effect
Target sequence (P55210 24-198 limits assumed): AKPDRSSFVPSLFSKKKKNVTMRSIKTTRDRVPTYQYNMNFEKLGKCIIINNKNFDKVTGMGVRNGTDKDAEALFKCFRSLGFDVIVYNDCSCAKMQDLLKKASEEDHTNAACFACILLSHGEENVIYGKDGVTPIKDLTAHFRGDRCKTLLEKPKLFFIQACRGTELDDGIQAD
Target sequence (P55210 207-303 limits assumed): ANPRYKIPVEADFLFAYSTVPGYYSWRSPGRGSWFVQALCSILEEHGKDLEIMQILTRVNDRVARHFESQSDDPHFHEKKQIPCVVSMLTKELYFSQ
USP2a inhib – inhibitors of human ubiquitin-specific protease USP2a; 60,000 tested, 0.1% active; Potency, µM (highest dose often 38.3 µM), for the others: top-dose activity change, negative = inhibition, actives largely listed as inhibitors; O75604; USP2a enzymatic assay, qHTS inhibition;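 also: potency is read from the fitted curve at half-maximal effect; nearly all actives have a fitted effect of over 60% in size; plate controls were DMSO for no effect and NEM full inhibition control for full effect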
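20 nM USP2 core + cpd, 30 min RT; add 20 nM Ub-PLA2/20 uM NBD C6-HPC; read Ex460/Em535 at 0 h and 2.5 h. Normalized to NEM; qHTS curve fit/classification.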
Caspase-1 inhib – blocks human caspase-1 allosterically or competitively | Caspase-1 enzyme, Ac-WEHD-AFC fluorogenic rate | AID 900 | Potency, µM (series often up to 57.5 µM), for inactives: top-dose activity change, negative = inhibition, actives largely listed as inhibitors | 75,000 tested, 0.03% active;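 also: potency is read from the fitted curve at half-maximal effect; plate controls were vehicle for no effect and no substrate for full effect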
ERK AVP block – vasopressin-driven ERK pathway inhibition; HEK293-V1b, vasopressin-stimulated pERK AlphaScreen; AID 995; 72,000 tested, 0.99% active; Potency, µM (top dose mostly 57.5 µM), for inactives: at the highest dose activity, negative = inhibition, usual class: inhibitors; also: potency is read from the fitted curve at half-maximal effect; % is scaled to controls: 0 for no effect and ±100 for the full control effect; nearly all actives have a fitted effect of over 55% in size
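HEK293 cells stably expressing V1b receptor, seeded overnight in 1% FBS, were treated with compounds for 30 min at 37C, then stimulated 5 min with 25 nM vasopressin; phospho-ERK read by AlphaScreen SureFire after lysis.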
HEK293 cAMP cs – parental HEK293 cAMP activation (counter-screen). parental HEK293 CNG cAMP sensor, membrane potential fluorescence. Potency, µM (top dose mostly 57.1 µM), inactives show top-dose activation, most hits filed as activators. 73,000 tested, 2.5% active; also: potency is read from the fitted curve at half-maximal effect; % of control where 0% means no effect; nearly all actives have a fitted effect of over 55% in size
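Parental HEK 293 cells stably expressing a cAMP-gated CNG channel were loaded with membrane potential dye containing 100 uM RO 20-1724 for 60 min. Compound added for 30 min; depolarization read as fluorescence intensity at 590 nm.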
Tau fil binding – binds recombinant human tau filaments; P10636; recombinant tau filaments, thioflavin S fluorescence, 15 h; filaments grown with octadecylsulfate alongside compound; Potency, µM (series often up to 57.1 µM), for inactives: at the top dose activity change, negative = inhibition; 71,000 tested, 2% active; AID 596;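 also: potency is read from the fitted curve at half-maximal effect; % is scaled to controls: 0 for no effect and ±100 for the full control effect; actives lower thioflavin S fluorescence by blocking filaments or displacing dye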
Target sequence (P10636 whole entry, looked up): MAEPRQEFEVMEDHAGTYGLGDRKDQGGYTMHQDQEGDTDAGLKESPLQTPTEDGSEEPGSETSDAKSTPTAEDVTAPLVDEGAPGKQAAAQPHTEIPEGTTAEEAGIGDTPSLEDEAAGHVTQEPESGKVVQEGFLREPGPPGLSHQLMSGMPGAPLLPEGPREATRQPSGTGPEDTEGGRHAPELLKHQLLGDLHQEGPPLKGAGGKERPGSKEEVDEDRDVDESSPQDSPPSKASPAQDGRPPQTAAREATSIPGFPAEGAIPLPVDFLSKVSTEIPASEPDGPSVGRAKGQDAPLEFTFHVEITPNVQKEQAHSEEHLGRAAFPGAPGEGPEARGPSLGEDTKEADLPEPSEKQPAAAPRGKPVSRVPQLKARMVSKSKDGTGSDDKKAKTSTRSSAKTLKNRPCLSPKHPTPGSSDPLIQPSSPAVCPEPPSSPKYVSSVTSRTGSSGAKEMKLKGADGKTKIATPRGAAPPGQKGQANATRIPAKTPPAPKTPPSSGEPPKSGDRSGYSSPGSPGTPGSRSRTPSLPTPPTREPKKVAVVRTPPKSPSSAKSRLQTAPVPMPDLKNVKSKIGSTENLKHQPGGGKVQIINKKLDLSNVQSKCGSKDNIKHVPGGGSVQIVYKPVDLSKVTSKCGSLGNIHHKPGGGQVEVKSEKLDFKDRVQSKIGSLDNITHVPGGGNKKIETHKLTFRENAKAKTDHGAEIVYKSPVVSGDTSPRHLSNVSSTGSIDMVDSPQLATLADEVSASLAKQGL
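Tau 2 uM in ThS buffer dispensed; compound added; 60 uM ODS added (finals 1 uM tau, 30 uM ODS); 15 h 37 C; fluor ex450/em510.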
Numbers without * were called inactive; i = inactive; ? = inconclusive; / = not tested or not shown; & = joins results of further samples; [ ] = remark or other dose. Unless noted, calls follow the shape of the dose curve; as a rule, active = well fitted curve in the direction sought with a large enough effect; inconclusive = small, poorly fitted or top-dose-only effect, or another doubt; inactive = no such curve, though single readings can be large; an effect the other way counts as inactive or inconclusive. A portion of the library, so the mix of outcomes need not match the whole.

Results follow in this order: Texas Red fluor, Rhodamine fluor, HADH2 inh, FLuc inh, Fluorescein autfl, Caspase-7 inhib, USP2a inhib, Caspase-1 inhib, ERK AVP block, HEK293 cAMP cs, Tau fil binding
> CCCC(=O)Nc1ccc2oc(-c3ccncc3)nc2c1
→ i, i, -20%, -3%, i, 1%, 5%, -2%, -3%[11.5 µM], -3%, -10%
> Cc1ccc(C2(C)NC(=O)N(CC(=O)NC(=O)NC3CCCC3)C2=O)cc1 (configuration not stated)
→ i, i, 1%, 2%, ?, -1%, 18%, 1%, -8%, -8%, -9%
> Cc1cc(OCC(O)CN(CCO)CCO)ccc1Cl (configuration not stated)
→ i, i, 10%, 1%, i, 0%, 2%, 3%, -8%, 2%, 1%
> COc1ccc(OCC(=O)N2CCOCC2)cc1
→ /, /, -6%, -5%, /, 0%, -5%, 1%, -14%, -4%, 3%
> Cc1ccc(C)c(C(=O)CN2C(=O)CCC2=O)c1
→ i, i, 27%, 1%, ?, -4%, 29%, -1%, 6%, ?, -11%
> COc1ccc(S(=O)(=O)Cc2ccc(C(=O)N3CCN(c4ccc(Cl)cc4)CC3)o2)cc1
→ /, /, -4%, 2%, /, -2%, /, -11%, ?, 18%, 82%
> Cc1cc2c(c(=O)n1Cc1ccccn1)C(C(C)C)C(C#N)=C(N)O2 (configuration not stated)
→ i, i, 0%, 2%, i, -3%, 9%, 0%, -16%, 7%, 1%
> CC(C)CNc1oc(-c2ccc(F)cc2)nc1C#N
→ /, /, 89%[activator], -3%, /, -1%, /, -1%, -13%, 15%, 48%
> COc1ccc(NC2=NCC(=O)N2c2ccccc2F)c(OC)c1
→ i, i, -6%, 1%, i, 1%, -5%, -3%, 15%, -7%, -7%
> CN(C)c1nc(Oc2ccc(N)cc2)nc(N(C)C)n1
→ i, i, 7%, 5%, i, 0%, 6%, -2%, 22%, 15%, -8%
> Cn1c(SCC(=O)N2CCc3ccccc3C2)nnc1-c1cccs1
→ i, i, 0%, 1%, i, 0%, 6%, 0%, -7%, 3%, -1%
> CCn1nc(C(=O)OCC(=O)c2ccc3c(c2)OCCO3)c2ccccc2c1=O
→ ?, i, 20%, 13µM*, ?, 0%, 30%, 3%, 4%, ?, -5%
> CC(C)c1ccc2c([Si](C)(C)C)c3c(nc2c1)-c1cccc(=O)n1C3
→ /, /, 34%[activator], /, /, -10%, /, -4%, 6%, 3%, -16%
> Cc1ccc(CCC(=O)Nc2ccc(S(N)(=O)=O)cc2)o1
→ i, i, -14%, -1%, i, -8%, 17%, -2%, -15%, 3%, 6%
> COc1ccc(-c2cc(C(F)(F)F)nc(N3CCN(Cc4ccccc4)CC3)n2)cc1OC
→ i, i, 2%, 1%, ?, 0%, 6%, -2%, 0%, 16%, 32%
> CCn1c2ccccc2c2cc(NC(=O)CSc3nnc(C4CC4)n3Cc3ccco3)ccc21
→ i, i, ?, 1%, ?, -3%, 5%, -3%, -24%, -7%, 34%
> Nc1nonc1C(=O)NC(c1ccccc1)c1ccccc1
→ ?, i, 1%, -2%, i, 0%, 8%, 4%, 9%, 29%, -13%
> COc1ccc(-c2nnc3ccc(SCC(=O)N4CCOCC4)nn23)cc1
→ /, /, ?, 0%, /, 1%, /, 0%, /, ?, -22%
> COc1cc2cc(CN(CCCO)S(=O)(=O)c3ccccc3)c(=O)[nH]c2cc1OC
→ i, i, 57%[activator], 2%, i, -4%, 4%, -8%, 18%, -7%, 1%
> O=C(Nc1ccncc1)C1COc2ccccc2O1 (configuration not stated)
→ i, i, 1%, -2%, i, -1%, -8%, -2%, -17%, -1%, 2%
> CC(C)c1nc(SCC(=O)N2CCCC2)c2ccccc2n1
→ ?, i, -1%, 7.9µM*, ?, -1%, 19%, 1%, ?, 28%, 29%
> O=S1(=O)N=C(N2CCN(Cc3ccccc3)CC2)c2ccccc21
→ i, i, 24%, 0%, i, 3%, /, 1%, -11%, -9%, -16%
> CC1=C[N+](=O)c2ccccc2[N+]1=O
→ i, i, 4%[11.4 µM], 1%[11.4 µM], ?, 0%[11.5 µM], /, -1%[11.5 µM], 11%[11.5 µM], 0%[11.4 µM], 5%[11.4 µM]
> COc1ccc(COC(=O)N/N=C2/C[C@@H](O)[C@@H](O)[C@@H]3[C@@H]4C(=O)N(C5CCCCC5)C(=O)[C@H]4CC[C@H]23)cc1
→ /, /, 10%[11.4 µM], -3%[11.4 µM], /, 1%[11.5 µM], /, 0%[11.5 µM], 6%[11.5 µM], -1%[11.4 µM], /
> COc1ccc(Nc2nc(N)nc(CN3CCC(Cc4ccccc4)CC3)n2)cc1
→ /, /, -12%, 1%, /, -1%, /, -1%, 3%, 6%, 16%
> CC1CN(S(=O)(=O)c2cccc(C(=O)NCc3ccc4c(c3)OCO4)c2)CC(C)O1 (configuration not stated)
→ i, i, 8%, 0%, i, 0%, 12%, -1%, -13%, 9%, 14%
> CN1CCN(c2ncc3nc(-c4ccc(Cl)cc4)c(=O)n(-c4ccccc4)c3n2)CC1
→ i, i, 44%[activator], 1%[11.4 µM], i, ?, 166%[activator], ?, ?, -23%, 220%
> Cc1occc1-c1nnc(SCC(=O)N2CCOCC2)o1
→ i, i, -7%, 3%, ?, 0%, -10%, 2%, -4%, 2%, 20%
> COc1cccc(C2CC(c3ccc(C(C)C)cc3)n3nc(N)nc3N2)c1 (configuration not stated)
→ /, /, 8%, 2%, /, -12%, /, -1%, -14%, 0%, -6%
> O=c1c(-c2ccc(O)cc2)coc2cc(O)cc(O)c12
→ i, i, -21%&-27%&-6%&-17%, 0%, ?, 2%&1%, -3%, -2%&-3%, ?, -15%&3%&-18%&-12%, ?

Arranged by heavy-atom count (falling): four of the compounds above
Results follow in this order: Texas Red fluor, Rhodamine fluor, HADH2 inh, FLuc inh, Fluorescein autfl, Caspase-7 inhib, USP2a inhib, Caspase-1 inhib, ERK AVP block, HEK293 cAMP cs, Tau fil binding
> COc1cc2cc(CN(CCCO)S(=O)(=O)c3ccccc3)c(=O)[nH]c2cc1OC
→ i, i, 57%[activator], 2%, i, -4%, 4%, -8%, 18%, -7%, 1%
> COc1ccc(-c2nnc3ccc(SCC(=O)N4CCOCC4)nn23)cc1
→ /, /, ?, 0%, /, 1%, /, 0%, /, ?, -22%
> Nc1nonc1C(=O)NC(c1ccccc1)c1ccccc1
→ ?, i, 1%, -2%, i, 0%, 8%, 4%, 9%, 29%, -13%
> O=c1c(-c2ccc(O)cc2)coc2cc(O)cc(O)c12
→ i, i, -21%&-27%&-6%&-17%, 0%, ?, 2%&1%, -3%, -2%&-3%, ?, -15%&3%&-18%&-12%, ?

The results go on.
Results follow in this order: Texas Red fluor, Rhodamine fluor, HADH2 inh, FLuc inh, Fluorescein autfl, Caspase-7 inhib, USP2a inhib, Caspase-1 inhib, ERK AVP block, HEK293 cAMP cs, Tau fil binding
> CCOc1ccc(C2CC(=O)c3c([nH]c(C(=O)OC)c3C)C2)cc1OC (configuration not stated)
→ i, i, 27%, 0%, ?, 0%, 15%, 0%, -2%, 5%, 339%
> Cc1cc(SCC(=O)NC(=O)NCc2ccco2)nc2ccccc12
→ i, i, ?, -2%, i, -5%, 37%[activator], -4%, 14%, ?, 0%
> Oc1c(CN2CCCCC2)cc(Br)c2cccnc12
→ ?, i, -14%, -1%, i, 0%, 17%, -1%, 6%, 8%, -28%
> Cc1cc(NC(=O)CSc2cn(CCNC(=O)c3ccc(Cl)cc3)c3ccccc23)no1
→ /, /, -9%, -2%, /, 2%, /, -3%, /, ?, -16%
> Cc1cc(C(F)F)n2ncc(C(=O)NC3CCCCCC3)c2n1
→ i, i, -9%, 0%, i, -2%, 7%, -1%, -11%, 5%, -14%
> CC(O)(P(=O)(O)O)P(=O)(O)O
→ i, i, 9%[25.6 µM], 8%[25.5 µM], ?, -5%[25.7 µM], 7%[17.1 µM], -2%[25.7 µM], -13%[25.7 µM], 6%[25.6 µM], -2%[25.6 µM]
> Cc1ccc(-c2nnc(SCC(=O)N3c4ccccc4NC(=O)C3(C)C)n2N)cc1
→ ?, i, -15%, -34%, ?, -1%, 6%, -1%, -9%, -4%, -6%
> CCCCNC(=O)c1nn(-c2ccccc2OC)c(=O)c2ccccc12
→ ?, i, 3%, 1%, i, -1%, 8%, 3%, 8%, 5%, -10%
> NC(=O)c1oc2ccccc2c1NC(=O)CCc1ccccc1
→ /, /, -10%, -7%, /, -5%, /, -3%, /, 20%, -8%
> O=C(Oc1ccc(N2C(=O)CCC2=O)cc1)c1ccco1
→ i, i, 5%, 0%, i, 1%, 2%, -2%, 8%, 2%, 3%
> COc1ccc(Br)cc1CNCCSc1nnnn1C
→ i, i, 11%, 0%, i, -5%, -1%, 3%, -8%, ?, 12%
> CCN(CC)CCCNC(=O)CC1Sc2ccccc2NC1=O (configuration not stated)
→ ?, i, 2%, -2%, i, -1%, -4%, 1%, 2%, 0%, -12%
